EWS-Fli block: EWS/Fli-driven NR0B1 reporter inhibitors, primary screen, A673 cells, NR0B1 luciferase, luminescence, MLPCN library; viability-normalised; AID 651661, 2012; inhibition, % at 12.6 µM; 350,000 compounds, 0.67% hits;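 active = mean inhibition of at least 50% after viability correction, with every replicate also passing that limit; inconclusive = mean reaches 50% but only one of two replicates passes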;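 also: firefly luciferase signal divided by Alamar Blue viability fluorescence both relative to DMSO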
miR-122 sensor: miR-122 Renilla sensor signal increase in Huh7, primary screen, miR-122 inhibitor project, cell-based, single point, plate reader; AID 602342, 2012; Huh7 miR-122 Renilla luciferase sensor, 48 h; neutral wells = 0, positive control = 100; 340,000 compounds, 0.3% hits; activation (reporter increase), % at 12.5 µM;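 active = mean replicate activation score at least 90 and every replicate individually at or above 90; inconclusive = only one of the two criteria met; inactive = neither criterion met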;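 also: higher luciferase means less miR-122 activity so hits act as miR-122 inhibitors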
F508del corr: F508del CFTR correction, initial screen, CFBE line, single point. CFBE cells, YFP halide quenching; stimulated with forskolin plus potentiator P3; % fluorescence drop versus neutral controls. activity (quench increase), % at 7.58 µM. 350,000 compounds, 0.36% hits;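 active = mean added fluorescence quench of at least 8% versus neutral control, with both replicates also reaching 8%; inconclusive = only one of the mean or replicate conditions met; inactive = mean below 8% and not both replicates reaching 8%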;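 also: cells transiently co-express mutant CFTR-F508del with the halide-sensitive YFP; corrector assay measuring rescue of mutant channel to the surface after 24 h compound exposure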
GSIS activator: GLuc luminescence reporter in INS-1E cells, primary screen for activators of glucose-dependent secretion of insulin; 370,000 compounds, 0.61% hits; activation, % at 16.6 µM; INS-1E GLuc reporter insulin secretion, 2-3 h;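 active = lowest replicate activation of at least 40%, so every replicate reaches that level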;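 also: 0% = median of neutral control wells and 100% = median of IBMX positive control wells; some compounds called inactive have numbers as strong as hits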
PAX8 inh HTS: inhibitors of PAX8-driven TPO luciferase reporter, primary screen, RMG-I cells, single concentration | SteadyGlo, 24 h | inhibition, % at 12.6 µM | 360,000 compounds, 1.2% hits;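 active = mean replicate inhibition at least 60% with every replicate also reaching 60%; inconclusive = only one of the two criteria is met; inactive = mean below 60% and not all replicates reaching 60%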;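 also: luciferase light reporting Pax8 driven TPO promoter activity; plate controls were median of neutral control wells for no effect and mitoxantrone controls for full effect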
FN deposit inh: inhibitors of fibronectin matrix deposition, primary screen, AH1F cells, Alexa488-fibronectin fluorescence, plate reader; AH1F fibroblasts, overnight; inhibition, % at 12.6 µM; 350,000 compounds, 0.086% hits;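 active = mean inhibition across replicates of 30% or more, regardless of how many single replicates reach that level; inconclusive = mean under 30% yet at least half of replicates reach 30%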;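 also: positive control wells lacked labelled fibronectin entirely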
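test system = AH1F fibroblasts assembling fluorescent fibronectin matrix | quantity = 10000 AH1F cells per well | buffer or medium = DMEM plus 2% serum, read in PBS | doses = single dose, pinned | incubation = 1 h cell attachment, overnight exposure to compound and label | detection = fluorescence at 485 nm excitation, 525 nm emission | read-out basis = inhibition from reduced deposited-fibronectin fluorescence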
DENV2 CPE: inhibitors of DENV2 cytopathic effect, primary screen, cell-based, plate reader, single concentration | AID 651640, 2012 | CPE inhibition, % at 9.99 µM | 350,000 compounds, 1.7% hits | DENV2-infected cells, cytopathic effect rescue; in the data active = CPE inhibition above about 20%, passing the limit was not always enough; inconclusive = no clear call, values can overlap the other calls; tested in BHK-21 cells;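 also: 0% = median of neutral control wells and 100% = median of positive control wells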
* = called active by the depositor; ? = inconclusive; / = no result given; [ ] = dose if it differs, or a comment. Hits appear at their usual frequency; overall some 3.9% were active at least once.

item	mol	EWS-Fli block	miR-122 sensor	F508del corr	GSIS activator
1	N#C[C@H]1[C@@H](c2ccccc2C2=CCCC2)[C@@H](CO)N1S(=O)(=O)c1ccccc1	6	/	-4.0	-10
2	CCNC(=S)N1CCCC(c2nc3ccc(C)cc3[nH]2)C1 (stereo not drawn)	-4	/	-4.8	9
3	O=C(Cn1cc(C(F)(F)F)ccc1=O)N1CCc2ccccc21	-3	-1	3.7	12
4	O=C1NC[C@@H](CCCCN2C[C@H](Cc3ccc(O)cc3)N(CCc3ccccc3)C(=O)C2=O)N(CCC2CCCCC2)C1=O	7	/	-4.9	-44
5	Cc1ccc(S(=O)(=O)Nc2cccc3c2O[C@H](CN(C)C(=O)Nc2ccc(F)cc2)[C@H](C)CN([C@H](C)CO)C3=O)cc1	0	6[16.7 µM]	3.0	-18
6	C[C@H]1CN([C@@H](C)CO)C(=O)Cc2cc(NC(=O)NC3CCCCC3)ccc2O[C@H]1CN(C)Cc1ccccc1	-1	5[16.7 µM]	2.9	1
7	Cc1cc(C[n+]2cc(Br)ccc2N)c2ncccc2c1	-2	/	2.6	37
8	COc1ccc(-c2nc(CS(=O)(=O)CC(=O)NC3CCC(C)CC3)c(C)o2)cc1 (stereo not drawn)	3	-6	0.5	-14
9	CCC(C)C(=O)Nc1nnc(CCc2ccccc2)s1 (stereo not drawn)	-14	-8	0.4	1
10	O=C(Nc1ccccc1)c1c2c(nc3ccccc13)CCCC2	12	-11	1.4	9
11	COc1ccccc1CNC(=O)C(=O)NCC1OCCN1S(=O)(=O)c1ccc(Br)cc1 (stereo not drawn)	/	/	-0.7	-10
12	CC(=O)O[C@]1(C(C)=O)CCC2C3C=C(C)C4=CC(=O)CC[C@]4(C)C3CC[C@@]21C (stereo partly drawn)	12	6	4.5	-21
13	O=C(NC1CCC1)[C@@H]1[C@@H](CO)[C@@H]2Cn3c(ccc(-c4ccccc4F)c3=O)[C@@H]2N1Cc1cocn1	-4	/	/	-3
14	O=C(c1c(Cl)cccc1Cl)N1CCN(c2ncccn2)CC1	-5	-7	-0.6	7
15	Cc1cc(C(=O)Nc2cccc3c2O[C@H](CN(C)C(=O)Nc2ccc(C(F)(F)F)cc2)[C@H](C)CN([C@@H](C)CO)C3=O)n(C)n1	1	-4[16.7 µM]	5.2	-6

item	PAX8 inh HTS	FN deposit inh	DENV2 CPE
1	/	-6	-9
2	-23	/	-2
3	-1	-11	-5
4	-7	-1	11
5	11	-12	11
6	-3	/	1
7	19	-10	35*
8	9	-7	-1
9	-35	-9	-2
10	22	-4	-1
11	15	/	2
12	0	5	1
13	/	/	-1
14	21	-4	5
15	2	/	-8

Next structures
item	mol	EWS-Fli block	miR-122 sensor	F508del corr	GSIS activator
16	COc1ccc(C2=NN(c3nc(-c4ccc(CNC(C)=O)cc4)cs3)C(c3ccco3)C2)cc1 (stereo not drawn)	-23	1	-0.4	1
17	O=C(Cc1ccccn1)NCC[C@@H]1CC[C@@H](NC(=O)CN2CCOCC2)[C@H](CO)O1	2	/	-1.2	5
18	CCCCNC(=O)c1nc(-c2cnccn2)oc1-c1ccc(Cl)cc1	8	/	1.8	12
19	C/C(CCc1ccccc1)=N/NC(=O)C(=O)NCc1ccccc1	-4	/	-2.3	9
20	Cc1cc(NC(=O)CC#N)n(-c2ccccc2)n1	7	/	-1.1	-16
21	Cc1ccc(S(=O)(=O)/N=C2\C=C(Nc3cccc(C(=O)O)c3)C(=O)c3ccccc32)c(C)c1	-67	10	-1.0	-26
22	C/C(=N\NC(=O)CCCNc1ccccc1)c1ccncc1	4	/	-0.8	1
23	O=C(Cc1cccc(C(F)(F)F)c1)NCc1ccc(Cl)cc1Cl	/	-3	/	-28
24	C[C@@H](NC(=O)C[C@H]1CC[C@@H]2[C@H](COC[C@H](O)CN2C)O1)c1ccccc1	-3	4[16.7 µM]	-1.8	4
25	O=C(Nc1ccccc1Cl)C1CC(=O)N(Cc2ccco2)C1 (stereo not drawn)	1	-5	4.3	-4
26	O=C(NCCc1c[nH]c2ccccc12)c1ccc2nc[nH]c2c1	-19	/	-4.3	-3
27	CCN(CC)CCC(=O)N1c2ccccc2CCc2ccc(NC(=O)OC)cc21	12	/	0.1	-9
28	COc1ccc(OC)c(S(=O)(=O)NC(=O)C2(C)CCN2C(=O)Cc2ccccc2)c1 (stereo not drawn)	2	6	2.0	8
29	CCOC(=O)C(CCCCCCC(NC(C)=O)(C(=O)OCC)C(=O)OCC)(NC(C)=O)C(=O)OCC	-5	/	-0.4	-2
30	COc1ccc(CNC(=O)c2ccc(NS(=O)(=O)c3ccc4[nH]c(=O)[nH]c4c3)cc2)cc1OC	6	-6	-0.1	12

item	PAX8 inh HTS	FN deposit inh	DENV2 CPE
16	-33	-3	2
17	-4	-9	4
18	7	1	-6
19	-9	4	/
20	12	-5	8
21	10	0	-4
22	5	-10	-4
23	0	/	/
24	4	11	-4
25	-6	4	?
26	-29	0	-7
27	28	1	1
28	17	11	-7
29	14	8	3
30	-3	-8	-1

An excerpt from above in order of the miR-122 sensor value, falling:
entry	smiles	miR-122 sensor	F508del corr	GSIS activator	DENV2 CPE
21	Cc1ccc(S(=O)(=O)/N=C2\C=C(Nc3cccc(C(=O)O)c3)C(=O)c3ccccc32)c(C)c1	10	-1.0	-26	-4
28	COc1ccc(OC)c(S(=O)(=O)NC(=O)C2(C)CCN2C(=O)Cc2ccccc2)c1 (stereo not drawn)	6	2.0	8	-7
23	O=C(Cc1cccc(C(F)(F)F)c1)NCc1ccc(Cl)cc1Cl	-3	/	-28	/
25	O=C(Nc1ccccc1Cl)C1CC(=O)N(Cc2ccco2)C1 (stereo not drawn)	-5	4.3	-4	?

Continuation.
item	mol	EWS-Fli block	miR-122 sensor	F508del corr	GSIS activator
31	Cc1ccc(S(=O)(=O)Nc2ccc3c(c2)C(=O)N([C@@H](C)CO)C[C@H](C)[C@H](CN(C)Cc2ccncc2)OCCCC[C@@H](C)O3)cc1	11	7[16.7 µM]	1.9	-15
32	CCn1cc(CNC(=O)CCc2nnc(CCC3CCCCC3)o2)cn1	-11	/	1.3	-1
33	CC(C)OC(=O)N(C)C[C@H]1OCc2ccccc2-c2c(n(C)c3ccccc23)C(=O)N([C@H](C)CO)C[C@H]1C	6	/	-2.0	-10
34	C[C@H](CO)N1C[C@H](C)[C@H](CN(C)C(=O)Nc2ccccc2F)Oc2cc(-c3cccc(C#N)c3)ccc2S1(=O)=O	7	0[16.7 µM]	0.6	-22
35	COc1ccc(C(=O)NC2CC2)cc1OC1CCN(Cc2ccc(F)cc2)CC1	4	-6	-1.6	17
36	CCCc1nc(SCC(=O)c2ccccc2)c2c(=O)n(C)c(=O)n(C)c2n1	-10	-1	-2.8	8
37	COc1ccc(CNC(=O)C[C@H]2CC[C@H]3[C@@H](COc4ccc(NC(=O)C5CC5)cc4C(=O)N3C)O2)cc1	2	7[16.7 µM]	2.1	4
38	CC(=O)Nc1ccc(S(=O)(=O)Oc2ccc(/C=C3\SC(N)=NC3=O)cc2)cc1	-34	/	-1.3	10
39	O=C(COC(=O)CCc1c[nH]c2ccccc12)Nc1cc([N+](=O)[O-])ccc1Cl	/	-6	/	1
40	O=C(CCC1CCN(C(=O)C2CC=CCC2)CC1)Nc1ccccc1 (stereo not drawn)	-2	-1	-2.0	8
41	O=C(COC(=O)/C=C/c1cccc(Cl)c1)NCc1cccs1	2	0	-1.4	0
42	CC(=O)c1c(C)[nH]c(C(=O)OCC(=O)N2c3ccccc3NC(=O)C2(C)C)c1C	/	/	/	2
43	C[C@@H]1CCCCO[C@H](CN(C)S(=O)(=O)c2ccc(Cl)cc2)[C@@H](C)CN([C@@H](C)CO)C(=O)c2cc(NC(=O)c3ccccc3)ccc2O1	7	4[16.7 µM]	-5.6	-2
44	O=C(CCC(=O)Nc1ccccc1Cl)NN=C1CCCC1	/	-3	-2.7	-2
45	CCCc1cc(=O)[nH]c(SCc2ccc(F)cc2)n1	3	/	-2.1	31

item	PAX8 inh HTS	FN deposit inh	DENV2 CPE
31	-3	8	1
32	-6	5	-1
33	/	-2	5
34	-5	/	-11
35	15	-6	1
36	3	3	1
37	-7	-5	1
38	-16	-5	5
39	-3	4	-2
40	5	5	-4
41	7	-3	-1
42	4	-5	/
43	11	/	-7
44	-2	/	7
45	1	0	4

Remaining list, next part.
item	mol	EWS-Fli block	miR-122 sensor	F508del corr	GSIS activator
46	COc1ccc(CN(C)C[C@@H]2Oc3c(NS(=O)(=O)c4cccs4)cccc3C(=O)N([C@H](C)CO)C[C@@H]2C)cc1	-2	12[16.7 µM]	0.8	-6
47	CCC(C)(C(=O)NC1CCCC1)N(C)C(=O)c1ccccn1 (stereo not drawn)	-1	/	-0.3	-4
48	Cc1ccccc1-c1nc(CS(=O)(=O)CC(=O)NCCCN2CC(C)CC(C)C2)c(C)o1 (stereo not drawn)	5	4	-2.5	-14
49	CC1(C(=O)NS(=O)(=O)c2cccs2)CCN1C(=O)c1ccccc1CCc1ccccc1 (stereo not drawn)	3	-3	4.3	35
50	Cc1ccc(S(=O)(=O)Nc2ccc3c(c2)C(=O)N([C@H](C)CO)C[C@H](C)[C@@H](CN(C)CC2CCCCC2)OCCCC[C@@H](C)O3)cc1	-9	1[16.7 µM]	1.0	-1
51	COCC(=O)N1CC[C@@H]2[C@@H](CO)N(C)c3ccc(-c4cccc(OC)c4)cc3[C@@H]21	-3	11[16.7 µM]	1.2	0

item	PAX8 inh HTS	FN deposit inh	DENV2 CPE
46	/	0	-11
47	-7	3	8
48	50	2	?
49	-1	3	-11
50	-11	/	?
51	-4	10	/

Some of these compounds in order of formula weight, largest number first.
item	mol	EWS-Fli block	miR-122 sensor	F508del corr	GSIS activator
50	Cc1ccc(S(=O)(=O)Nc2ccc3c(c2)C(=O)N([C@H](C)CO)C[C@H](C)[C@@H](CN(C)CC2CCCCC2)OCCCC[C@@H](C)O3)cc1	-9	1[16.7 µM]	1.0	-1
46	COc1ccc(CN(C)C[C@@H]2Oc3c(NS(=O)(=O)c4cccs4)cccc3C(=O)N([C@H](C)CO)C[C@@H]2C)cc1	-2	12[16.7 µM]	0.8	-6
48	Cc1ccccc1-c1nc(CS(=O)(=O)CC(=O)NCCCN2CC(C)CC(C)C2)c(C)o1 (stereo not drawn)	5	4	-2.5	-14
47	CCC(C)(C(=O)NC1CCCC1)N(C)C(=O)c1ccccn1 (stereo not drawn)	-1	/	-0.3	-4
45	CCCc1cc(=O)[nH]c(SCc2ccc(F)cc2)n1	3	/	-2.1	31

item	PAX8 inh HTS	FN deposit inh	DENV2 CPE
50	-11	/	?
46	/	0	-11
48	50	2	?
47	-7	3	8
45	1	0	4
